Compound activity as filed in PubChem BioAssay.
TCR act = activates T cell receptor signaling. primary human leukocytes, anti-CD3, IL-2 HTRF, 48 h. Potency, µM (highest dose often 9.22 µM), for the others: at the top dose activation of IL-2 secretion, actives largely listed as activators. 330,000 tested, under 10 active. AID 504894; note: % of control where 0% means no effect
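IL-2 produced over 48 hr by a-CD3 bead-stimulated primary human leukocytes exposed to compounds was detected with a homogeneous time-resolved FRET immunoassay, 665nm acceptor signal after 320nm excitation.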
A-T KAP1 phos = potential ataxia-telangiectasia treatment; […] A-T fibroblasts, KAP-1 phosphorylation AlphaLISA; neocarzinostatin DNA damage 30 min before lysis; Potency, µM (titrated, usually from 57.5 µM), inactives show top-dose activation, hits mostly activators; 320,000 tested, 0.19% active; note: potency is the fitted concentration of half-maximal effect; % of control where 0% means no effect; nearly all actives have a fitted effect of over 45% in size
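ATM-like activity read as KAP-1 phosphorylation via AlphaLISA donor/acceptor antibody pairs after lysis and 6 hr at 25C. Cells were ATM-null patient fibroblasts ([…], hTERT), dosed 60 min, then exposed to the DSB inducer NCS for 30 min.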
MBNL1-CUG inh = inhibitors of human MBNL1 binding to CUG repeat RNA | TR-FRET MBNL1-His/biotin-(CUG)12 binding, 665/545 ratio | Potency, µM (titrated, usually from 57.5 µM), for the others: top-dose activity change, negative = inhibition, most hits filed as inhibitors | 280,000 tested, 0.036% active; active = well fitted inhibition curve with a large enough effect in the signal ratio, with a control signal flat, not every such curve was filed as active; inconclusive = small, poorly fitted or top-dose-only effect, or effect the other way, or a change in a side signal; inactive = no such curve, though single readings can be large or run the other way; the % refers to the signal ratio; note: potency is the fitted concentration of half-maximal effect; % is set by controls: 0 for no effect and ±100 for the full control effect
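MBNL1-His + Biotin-(CUG)12, cpd titration 92 nM–58 uM; Tb anti-His Ab 0.055 ng/ul, SA-XL665 5 nM (final); 60 min RT; ratiometric 665/545 nm, Ex 340 nm; normalized to buffer and full-complex controls.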
ASM inhibitor = human S-ASM enzyme inhibition. AID 504937. P17405. 340,000 tested, 0.006% active. placental ASM, HMU-PC fluorogenic substrate, 60 min. Potency, µM (highest dose often 57.5 µM), inactives show at the top dose activity change, negative = inhibition, actives largely listed as inhibitors; note: potency is the fitted concentration of half-maximal effect
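Steps: dispense placental human ASM, pin compound, wait 10 min at room temperature, add HMU-PC0 substrate at 9 uM final, incubate 60 min at 37 °C, add stop solution raising pH to 10, read fluorescence.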
Integrin act MD = activators of alpha7 integrin expression for muscular dystrophy. AID 624291. alpha7betagal myoblasts, beta-gal FDG fluorescence, 48 h. Potency, µM (doses to about 38.3 µM), inactives show at the top dose activation, most hits filed as activators. 350,000 tested, 0.064% active;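 note: potency is the fitted concentration of half-maximal effect; 100% = response of the positive control SU9516; nearly all actives have a fitted effect of over 60% in size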
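alpha7betagal+/- myoblasts (passage 13, 250/well) treated 48 h at 37C with compounds at 1:260 dilution of DMSO stock. Lysed, then beta-galactosidase activity read as FDG fluorescence (ex 480/em 540) after 30 min, with pre-read for autofluorescence.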
PTAP TSG101 blk = blocks PTAP/TSG101 interaction to inhibit HIV-1 budding | Fluorescence polarization, FITC-PTAP peptide / Tsg101 binding | Q99816 | 340,000 tested, under 10 active | AID 493005 | Potency, µM (series often up to 115 µM), for inactives: top-dose activity change, negative = inhibition, hits mostly inhibitors; active = well fitted inhibition curve with a large enough effect in the main read-out, with a control signal flat, not every such curve was filed as active; inconclusive = small, poorly fitted or top-dose-only effect, or effect the other way, or a change in a side signal; inactive = no such curve, though single readings can be large or run the other way; note: potency is the fitted concentration of half-maximal effect; % of control where 0% means no effect
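Steps: Tsg101 binding domain dispensed (10 uM final), compounds pinned in DMSO, FITC-labeled PTAP-motif peptide added (50 nM final); after 20 min binding at room temperature, polarization measured.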
TSHR antagonist = human thyrotropin receptor antagonism; 330,000 tested, 0.2% active; TSHR-expressing cells, TSH-stimulated cAMP HTRF, 2 h; hits give low values; AID 504810; activity change, negative = inhibition, % at 11.5 µM;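 active = activity change below a set negative limit, meaning inhibition stronger than a set level, cut at about -70% in these data; inconclusive = activity change between two set negative limits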; note: % is set by controls: 0 for no effect and ±100 for the full control effect
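Antagonism was scored as loss of TSH-driven cAMP in TSHR cells, stimulated with 4nM TSH (EC80) for 2 hours at 37 deg C and detected by homogeneous HTRF competition immunoassay.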
Menin MLL FP TR = menin-MLL binding inhibition, Texas Red mutant peptide | Potency, µM (doses to about 61.6 µM), inactives show at the highest dose FP activity change, negative = inhibition, hits mostly inhibitors | 270,000 tested, 0.23% active | Menin + Texas Red MLL mutant peptide, fluorescence polarization | AID 1768; active = well fitted inhibition curve with a large enough effect in the polarisation, with a control signal flat, not every such curve was filed as active; inconclusive = small, poorly fitted or top-dose-only effect, or effect the other way, or a change in a side signal; inactive = no such curve, though single readings can be large or run the other way; the % refers to the polarisation; note: potency is the fitted concentration of half-maximal effect; % of control where 0% means no effect; many of its hits are not listed in these tables
MLL CXXC-DNA inh = inhibitors of human MLL CXXC domain-DNA interaction | AID 2662 | Q03164 | MLL-CXXC / FITC-HOXA9 DNA fluorescence polarization | Potency, µM (titrated, usually from 115 µM), for the others: at the highest dose activity change, negative = inhibition, most hits filed as inhibitors | 290,000 tested, 0.037% active; active = well fitted inhibition curve with a large enough effect in the polarisation, with a control signal flat, not every such curve was filed as active; inconclusive = small, poorly fitted or top-dose-only effect, or effect the other way, or a change in a side signal; inactive = no such curve, though single readings can be large or run the other way; the % refers to the polarisation; note: potency is the fitted concentration of half-maximal effect
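Steps: dispense CXXC domain solution (7 uM) → pin compounds or unlabeled HOX-A9 DNA control → 5 min ambient → add FLSN-HOX-A9 solution (50 nM) → spin → 30 min ambient → fluorescence polarization. Tris pH 7.5/NaCl/DTT/BSA buffer.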
Mito fusion act = inhibitors of mitochondrial division or activators of mitochondrial fusion; 320,000 tested, 0.23% active; S. cerevisiae fusion-defective mutant growth rescue, CellTiterGlo 48 h; AID 485298; Potency, µM (series often up to 46.1 µM), inactives show at the highest dose growth rescue (activation), hits mostly activators;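 note: potency is the fitted concentration of half-maximal effect; % of control where 0% means no effect; nearly all actives have a fitted effect of over 45% in size; temperature-sensitive fusion mutants such as fzo1-1 at 37 °C on non-fermentable ethanol glycerol medium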
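Yeast fusion mutant, YPEG (non-fermentable carbon), compound, 48 h at 37C non-permissive; CellTiterGlo added, 10 min RT, luminescence read. Rescued growth = division inhibition.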
* hit, by the source's call; ? = inconclusive; nt = no result given; [ ] = remark or other dose. Unless noted, calls come from the whole dose curve; as a rule, active = well fitted curve in the direction sought with a large enough effect; inconclusive = small, poorly fitted or top-dose-only effect, or another doubt; inactive = no such curve, though single readings can be large; an effect the other way counts as inactive or inconclusive.

Start of the data: the first two entries, ahead of the listing:
SMILES	TCR act	A-T KAP1 phos	MBNL1-CUG inh	ASM inhibitor	Integrin act MD	PTAP TSG101 blk	TSHR antagonist	Menin MLL FP TR	MLL CXXC-DNA inh	Mito fusion act
CN(CCCNC(=O)C1CCC(=O)N1Cc1ccc(F)cc1)c1ccccc1 (stereo not drawn)	16%	15%	-8%	2%	16%	0%	11	1%[11.7 µM]	-7%	1%
CCOc1cc(/C=N/NC(=O)CCn2nnc3ccccc32)ccc1O	-2%	31%	9%	18%	4%	-5%	2	nt	-3%	0%

The list itself, from the first entry:
SMILES	TCR act	A-T KAP1 phos	MBNL1-CUG inh	ASM inhibitor	Integrin act MD	PTAP TSG101 blk	TSHR antagonist	Menin MLL FP TR	MLL CXXC-DNA inh	Mito fusion act
CN(CCCNC(=O)C1CCC(=O)N1Cc1ccc(F)cc1)c1ccccc1 (stereo not drawn)	16%	15%	-8%	2%	16%	0%	11	1%[11.7 µM]	-7%	1%
CCOc1cc(/C=N/NC(=O)CCn2nnc3ccccc32)ccc1O	-2%	31%	9%	18%	4%	-5%	2	nt	-3%	0%
CC(=O)N1CCN(c2ccc(NC(=O)c3ccc(C(C)(C)C)cc3)cc2)CC1	-5%	-4%	1%	-6%	20%	-5%	-4	-9%	-15%	-5%
COc1ccc(-c2csc(=Nc3ccccc3)n2CCO)cc1	-1%	-10%	-3%	4%	-17%	-4%	-2	-7%	5%	?
O=C(NC1CCN(S(=O)(=O)c2cccc(F)c2)CC1)c1ccc(F)cc1	8%	-4%	-3%	0%	14%	-5%	-5	13%	43%[activator]	2%
Cc1ccc(Cn2nnc3c(=O)n(Cc4ccccc4C)cnc32)cc1	3%	1%	-1%	-1%	0%	-3%	-10	-30%	-5%	-1%
OC12CCCCC1C(c1ccc3c(c1)OCO3)N(Cc1cccc(F)c1)CC2 (stereo not drawn)	9%	8%	5%	0%	14%	-4%	-5	?	3%	8%
C=CCN1C(=O)/C(=C2/Sc3ccc(OC)cc3N2C)SC1=Nc1ccc(OC)cc1	nt	9%	10%	nt	nt	nt	1	-16%	2%	-8%
COc1ccccc1CNC(=O)CN1C(=O)NC(C)(c2ccc(C(C)(C)C)cc2)C1=O (stereo not drawn)	-6%	3%	-3%	-5%	15%	-4%	-4	-27%	-7%	2%
Cc1ccc(OCc2n[nH]c(=S)n2-c2ccc(Cl)cc2)cc1	2%	3%	-3%	2%	3%	0%	4	29%	-1%	-2%
Cn1c(C(C#N)/C(=N\S(=O)(=O)c2cccs2)c2ccccc2)nc2ccccc21 (stereo not drawn)	2%	-2%	0%	1%	-2%	3%	2	-4%	24%	4%
N#C/C(=N\Nc1ccc(Br)cc1)C(=N)N1CCOCC1	-9%	-2%	?	-13%	-1%	1%	27	0%	?	0%
COc1ccc(CC(=O)Nc2ccc(N3CCOCC3)cc2)cc1OC	4%	1%	-1%	-1%	16%	-10%	2	nt	-1%	1%
Cc1cccc(C(=O)OCC(=O)Nc2ccc3c(c2)OCCO3)c1O	10%	-6%	nt	2%	-9%	-3%	3	nt	nt	3%
Cc1cc(C)c(NC(=O)COC(=O)/C=C/c2cccc(C(F)(F)F)c2)c(C)c1	2%[46.1 µM]	1%	-8%	-2%	8%	-3%	7	-8%	5%	0%
O=C1NC[C@H](Cc2ccccc2)N(C[C@H]2CCCN2C[C@H](Cc2ccccc2)N2C[C@H](Cc3ccccc3)N(CCc3ccccc3)C(=O)C2=O)C1=O	-4%	nt	nt	-2%	5%	0%	nt	nt	nt	nt
Cc1ccccc1N1CCN(C2CCCN(C(=O)CCc3c(C)noc3C)C2)CC1 (stereo not drawn)	-1%	-10%	4%	2%	0%	0%	10	-18%	?	1%
CCOC(=O)C1CCN(S(=O)(=O)Cc2ccccc2)CC1	-6%	-4%	-4%	0%	4%	0%	13	0%	-4%	-1%
CCOC(=O)c1ccc(NC(=O)NCc2c(C)nn(CC)c2C)cc1	nt	-2%	0%	4%	-9%	-1%	-12	-7%	5%	0%
O=C(CNC(=S)N(CCCN1CCOCC1)Cc1cccs1)NCc1ccc(Cl)cc1	3%	-1%	4%	-1%	-20%	-5%	7	nt	29%	0%
CCc1nnc(NC(=O)CSc2ncc(-c3ccccc3)n2C)s1	0%	5%	-17%	2%	49%	-7%	0	-2%	5%	5%
O=C(CCNC(=O)c1ccc(Br)cc1)NCC(c1ccco1)N1CCCCC1 (stereo not drawn)	nt	1%	nt	0%	-18%	-3%	12	nt	nt	-2%
CC(C)(C)c1ccc2c(c1)N(CC(=O)N1CCCC1)C(=O)CO2	-70%	0%	-7%	6%	10%	-1%	13	-16%	-4%	1%
CNC(=S)NNC(=O)c1ccccc1Br	-3%[46.1 µM]	-2%	1%	4%	26%	-1%	3	-2%	-5%	-8%
Cc1ccc2nc3cc([N+](=O)[O-])cc([N+](=O)[O-])c3cc2c1	-2%	0%	?	-2%	-64%[inhibitor]	-4%	-18	?	-19%	2%
O=C(Nc1ccc(C(F)(F)F)cc1)c1ccccc1Br	2%	0%	-6%	-6%	10%	-6%	-3	16%	-2%	0%
CCCCN(CC)S(=O)(=O)c1ccccc1	5%	nt	-10%	-1%	-24%	-13%	1	-4%	-6%	2%
O=C(c1ccc2c(c1)N(Cc1ccccc1)C(=O)c1ccccc1S2)N1CCCC1	-2%	16%	-13%	-4%	-35%	-2%	-45	-14%	-10%	0%
COc1ccc(OCc2cc(C(=O)N(C)Cc3nnc(C)o3)no2)c(Cl)c1	-1%	-4%	-1%	1%	-19%	-5%	-3	16%	12%	0%
COC(=O)c1cn(NC(=O)/C=C/c2cc(OC)ccc2OC)c(=O)c2ccccc12	-3%	17%	10%	250%[activator]	15%	0%	0	-1%	-1%	-1%
O=C(O)CCCCCCNS(=O)(=O)c1ccccc1	1%	nt	-13%	3%	-26%	-7%	nt	2%	-4%	0%
Cc1cccc[n+]1CC(=O)c1ccc(NC(=O)c2ccccc2)cc1	-2%	3%	1%	-2%	-17%	-7%	8	3%	-1%	-7%
COc1ccc(C=O)cc1OC(=O)C1(C)Cc2ccccc2C(=O)O1 (stereo not drawn)	0%	-2%	-1%	5%	6%	-1%	-4	-2%	-2%	4%
O=C(CCN1C(=O)/C(=C/c2ccc3c(c2)OCO3)SC1=S)Nc1ccccc1	0%[46.1 µM]	-2%	nt	-4%	-9%	-5%	-10	-8%	4%	0%
COc1ccc(Cl)cc1NC(=O)Cn1c(NCCO)nc2ccccc21	4%	11%	-7%	6%	-33%	-11%	-1	4%	2%	-2%
COc1ccc(-c2nnc3sc(-c4ccccc4OC)nn23)cc1	5%	0%	42%[activator]	-1%	3%	-4%	8	-3%	1%	1%
COc1cc(C(CC(=O)N2CCOCC2)c2c(OC)cc(OC)c3ccc(=O)oc23)cc(OC)c1OC (stereo not drawn)	-1%	-32%	15%	13%	20%	nt	8	nt	0%	27%
O=CN1CCN(C(=O)c2ccc(-c3nc4ccccc4s3)s2)CC1	4%	12%	?	0%	-33%	-5%	14	-8%	1%	6%
COc1ccc(CCNC(=O)COc2cc(C)cc3oc(=O)c(C)c(C)c23)cc1OC	-1%	nt	nt	-4%	8%	-6%	nt	nt	nt	nt
Cc1c(/C=C2\SC(=Nc3cccc(C(=O)O)c3)NC2=O)c2ccccc2n1C	-8%	0%	0%	1%	-29%	-3%	-12	nt	71%[activator]	3%
Cc1cc(NC(=O)CN2C(=O)/C(=C/c3cccc(Br)c3)SC2=S)no1	7%	1%	2%	0%	2%	5%	-14	?	4%	0%
Cc1cccc(N=Nc2c(N)n[nH]c2-c2ccc(Cl)cc2)c1	-1%	?	-4%	-14%	20%[7.66 µM]	-3%	-8	?	11%	-23%
CCCCS/C(N)=N/N=C/c1cc(C)ccc1O	2%	-2%	6%	3%	-24%	-10%	-20	nt	-1%	9%
Cn1ccnc1SCC(=O)NC1(C#N)CCCCC1	-19%	3%	nt	5%	-19%	-1%	1	nt	nt	-5%
CCc1nc(CN(C)C(=O)C2CCC(=O)N(Cc3cccc(F)c3)C2)no1 (stereo not drawn)	-4%	0%	0%	4%	-10%	-3%	4	13%	6%	-15%
CCN1CCN(c2ccc(NC(=O)c3ccc4c(c3)OCO4)cc2)CC1	-1%	0%	-5%	5%	14%	-1%	5	-7%	-1%	-4%
C/C(CCc1ccco1)=N/NC(=O)CCC(=O)Nc1ccc(Br)cc1	-3%	0%	nt	-2%	-2%	2%	23	1%	2%	-2%
COc1ccc(CC(=O)Nc2ccc3nc(SC)sc3c2)cc1OC	-4%	1%	3%	-2%	0%	0%	-4	0%	3%	-1%

A portion of the library; the hit share may differ from the screen's.
